S1P4 antagonist – S1P4 receptor antagonists, primary screen, cell-based; actives 0.26% (n = 220,000); Sphingosine 1-phosphate receptor 4 (Homo sapiens), O95977; inhibition, % at 4.98 µM; S1P4-expressing cells, antagonist mode, reporter read-out; in the data active = inhibition above about 29%;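 also: 0% = wells stimulated with agonist and 100% = vehicle wells without agonist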
p47phox inh – p47phox/p22phox peptide binding inhibitors, primary screen, biochemical, uHTS, NADPH oxidase regulatory subunit; Neutrophil cytosol factor 1 (Homo sapiens), P14598; fluorescence polarization, 2 h; inhibition, % at 24.7 µM; actives 0.53% (n = 220,000);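 active = inhibition above about 30%, limit read from the data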;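 also: 0% = p47phox with labelled peptide and 100% = labelled peptide alone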
CHOP inhibitor – inhibitors of CHOP promoter induction, primary screen, cell-based, unfolded protein response, luciferase reporter | AID 2732, 2010 | CHO-K1 CHOP-promoter luciferase, tunicamycin-induced, 15-18 h | inhibition, % at 10 µM | actives 3.8% (n = 220,000);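 active = compounds that reduced the stress-induced luciferase reporter signal by more than about 70% of percent inhibition, limit read from the data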;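 also: 0% = tunicamycin plus vehicle and 100% = wells without tunicamycin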
BaF3 tox – parental Ba/F3 cell viability inhibition, counter-screen for JAK2V617F inhibitor project, murine pro-B, CellTiter-Glo luminescence. inhibition, % at 5.6 µM. CellTiter-Glo ATP luminescence. actives 1.1% (n = 220,000);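 active = inhibition above a per-campaign cutoff, the mean inhibition of all tested compounds plus 3 SD, cut at about 27% in these data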;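 also: 0% = DMSO wells and 100% = JAK Inhibitor I control wells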
NPY-Y1 PAM-ag – NPY-Y1 receptor potentiators or agonists, primary screen, cell-based | Neuropeptide Y receptor type 1 (Homo sapiens), P25929 | NPY-Y1 expressing cells, potentiator/agonist activation | activation, % at 3.6 µM | actives 0.37% (n = 220,000) | AID 1304, 2008; in the data active = activation above about 33%, passing the limit was not always enough;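 also: cells stimulated with NPY at EC10 then isoproterenol at EC100; 0% = low agonist plus stimulus and 100% = saturating agonist plus stimulus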
Target sequence (P25929 whole entry, looked up): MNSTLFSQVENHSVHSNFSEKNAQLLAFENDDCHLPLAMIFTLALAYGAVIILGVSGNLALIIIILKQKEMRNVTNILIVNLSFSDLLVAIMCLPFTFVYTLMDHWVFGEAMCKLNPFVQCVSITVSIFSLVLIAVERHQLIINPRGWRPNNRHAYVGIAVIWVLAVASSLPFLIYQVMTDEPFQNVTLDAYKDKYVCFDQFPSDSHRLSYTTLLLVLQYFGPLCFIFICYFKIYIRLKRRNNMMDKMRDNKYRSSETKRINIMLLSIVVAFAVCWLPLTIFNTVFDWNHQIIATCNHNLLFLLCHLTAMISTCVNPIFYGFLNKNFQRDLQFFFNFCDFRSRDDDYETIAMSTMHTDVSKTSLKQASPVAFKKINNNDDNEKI
NPY2 pot ag – NPY-Y2 potentiators or agonists, primary screen, cell-based; Neuropeptide Y receptor type 2 (Homo sapiens), P49146; cells expressing NPY-Y2, potentiator/agonist read-out; activation, % at 3.6 µM; actives 0.45% (n = 220,000); AID 1359, 2008; in the data active = activation above about 27%;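 also: cells stimulated with NPY near EC25 plus isoproterenol at EC100; 0% = vehicle plus submaximal agonist and 100% = vehicle plus saturating agonist; some results beyond the cut were filed as inactive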
Target sequence (P49146 whole entry, looked up): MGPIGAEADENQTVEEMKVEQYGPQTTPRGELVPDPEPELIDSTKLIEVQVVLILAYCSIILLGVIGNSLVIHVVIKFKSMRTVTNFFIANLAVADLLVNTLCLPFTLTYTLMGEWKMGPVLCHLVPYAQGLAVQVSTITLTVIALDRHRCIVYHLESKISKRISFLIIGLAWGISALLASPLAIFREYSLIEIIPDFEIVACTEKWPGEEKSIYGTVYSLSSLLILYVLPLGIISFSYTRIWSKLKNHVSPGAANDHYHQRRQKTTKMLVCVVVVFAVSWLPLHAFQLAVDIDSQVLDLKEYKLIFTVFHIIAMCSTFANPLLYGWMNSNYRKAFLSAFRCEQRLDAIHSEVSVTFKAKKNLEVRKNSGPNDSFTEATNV
NPY Y1 blocker – NPY-Y1 receptor antagonists, primary screen, cell-based; Neuropeptide Y receptor type 1 (Homo sapiens), P25929; HEK293-CNG Y1 cells, membrane potential fluorescence; NPY at EC95, then isoproterenol; inhibition, % at 3.6 µM; actives 1% (n = 200,000); AID 1040, 2008;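 active = inhibition above the campaign mean inhibition of all tested compounds plus 3 SD, cut at about 20% in these data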;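 also: 0% = DMSO wells given NPY plus isoproterenol and 100% = isoproterenol alone without NPY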
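Material: HEK293 Y1/CNG channel cell line; also added: NPY (25 nM), isoproterenol (1 µM), Ro 20-1724 (25 µM); doses: one concentration, 3.6 µM, in 0.4% DMSO; schedule: compound incubation 1 h at room temperature, readout 45 min post-stimulation; technique: membrane potential fluorescence; measure: fluorescence ratio normalized to % inhibition between controls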
S1P4 agonist – S1P4 receptor agonists, primary screen, cell-based. S1P4-expressing cell line, agonist reporter assay. activation, % at 4.98 µM. actives 0.35% (n = 220,000). AID 1509, 2009; in the data active = activation above about 11%;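 also: 0% = DMSO vehicle and 100% = reference agonist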
Ba/F3 V617F tox – reduced viability of JAK2V617F-dependent Ba/F3 cells, primary screen, JAK2V617F inhibitor project, cell-based, Ba/F3 EpoR-JAK2V617F, luminescence; inhibition, % at 5.6 µM; ATP luminescence; actives 1.1% (n = 220,000);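 active = inhibition above the campaign mean plus 3 SD over all tested compounds, cut at about 24% in these data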;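 also: cytokine-independent growth of Ba/F3 cells driven by EpoR plus mutant JAK2; 0% = DMSO-treated cells and 100% = JAK inhibitor I control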
* = called active by the depositor; / = no result given.

A first look:
| mol | S1P4 antagonist | p47phox inh | CHOP inhibitor | BaF3 tox | NPY-Y1 PAM-ag | NPY2 pot ag | NPY Y1 blocker | S1P4 agonist | Ba/F3 V617F tox |
| --- | --- | --- | --- | --- | --- | --- | --- | --- | --- |
| O=C(O)C1CCC(Cn2c(SCc3cc(=O)n4ccccc4n3)nc3ccsc3c2=O)CC1 (centres undefined) | -4 | -10 | -10 | 7 | 10 | 6 | 1 | -1.0 | 1 |
| Brc1ccc(-c2nnc3sc(CN4CCN(c5ccccc5)CC4)cn23)cc1 | -18 | -21 | 60 | 8 | -6 | 12 | 3 | 0.8 | 3 |
| O=C(Nc1ccc(OC(F)(F)F)cc1)c1ccc(-n2cncn2)nc1 | -14 | 2 | -26 | -1 | 8 | 4 | 1 | -0.5 | -2 |
| COCC(C)NC(=O)c1noc2c1CCc1cc(OC)ccc1-2 (centres undefined) | 2 | 3 | -16 | 9 | 11 | 11 | 1 | -0.4 | 0 |
| Nc1nc(CSc2ccccn2)nc(Nc2ccccc2)n1 | 23 | 8 | 0 | 3 | 4 | 2 | 3 | -1.4 | -4 |
| CCc1ccc(OCC(=O)Nc2ccc(-c3cc4ccccc4oc3=O)c(OC)c2)cc1 | 0 | -10 | 10 | 3 | 26 | -2 | -3 | 0.6 | -1 |

The whole of this part, from the first entry:
| mol | S1P4 antagonist | p47phox inh | CHOP inhibitor | BaF3 tox | NPY-Y1 PAM-ag | NPY2 pot ag | NPY Y1 blocker | S1P4 agonist | Ba/F3 V617F tox |
| --- | --- | --- | --- | --- | --- | --- | --- | --- | --- |
| O=C(O)C1CCC(Cn2c(SCc3cc(=O)n4ccccc4n3)nc3ccsc3c2=O)CC1 (centres undefined) | -4 | -10 | -10 | 7 | 10 | 6 | 1 | -1.0 | 1 |
| Brc1ccc(-c2nnc3sc(CN4CCN(c5ccccc5)CC4)cn23)cc1 | -18 | -21 | 60 | 8 | -6 | 12 | 3 | 0.8 | 3 |
| O=C(Nc1ccc(OC(F)(F)F)cc1)c1ccc(-n2cncn2)nc1 | -14 | 2 | -26 | -1 | 8 | 4 | 1 | -0.5 | -2 |
| COCC(C)NC(=O)c1noc2c1CCc1cc(OC)ccc1-2 (centres undefined) | 2 | 3 | -16 | 9 | 11 | 11 | 1 | -0.4 | 0 |
| Nc1nc(CSc2ccccn2)nc(Nc2ccccc2)n1 | 23 | 8 | 0 | 3 | 4 | 2 | 3 | -1.4 | -4 |
| CCc1ccc(OCC(=O)Nc2ccc(-c3cc4ccccc4oc3=O)c(OC)c2)cc1 | 0 | -10 | 10 | 3 | 26 | -2 | -3 | 0.6 | -1 |
| Cc1cc(N)n2ncc(-c3ccc(Cl)cc3)c2n1 | 3 | -11 | 37 | -2 | 48 | 37* | -14 | 0.1 | 1 |
| Cc1ccc(O)c(C(=O)c2cc(C#N)c(=O)n(C(C)c3ccccc3)c2)c1 (centres undefined) | -3 | -11 | 23 | 0 | -9 | -2 | -2 | -1.2 | -4 |
| CCSc1ncc(Cl)c(C(=O)Nc2cc(C)ccc2C)n1 | 1 | -7 | -13 | 2 | 2 | -8 | / | 0.1 | 0 |
| CCCOc1ccc(OC(=O)c2ccc(Br)o2)cc1 | 20 | -16 | 27 | 7 | -37 | -16 | -7 | -1.7 | 2 |
| O=C(Cn1nc(-c2ccccc2)c2ccccc2c1=O)Nc1cccnc1 | -10 | -7 | 22 | 5 | 16 | -3 | 5 | 0.4 | 0 |
| Cc1ccc(CN=Cc2[nH]c3ccc(Br)c(Cl)c3c2O)cc1 | 3 | -7 | -12 | 1 | 9 | 12 | 2 | -2.3 | -1 |
| Cn1c(SCc2ccc(Br)cc2)nnc1-c1ccncc1 | -17 | 3 | -1 | 6 | 5 | 13 | 5 | -2.2 | -2 |
| O=C(c1ccccc1)[C@@H]1[C@@H]2C(=O)N(c3ccc(F)cc3)C(=O)[C@@H]2C2CCCN21 (some centres undefined) | 20 | -6 | 16 | 20 | 12 | 6 | / | -1.1 | -5 |
| O=C(CCn1cccc1)N1CCc2ccccc21 | -21 | -4 | -14 | -2 | -2 | -7 | 3 | 0.6 | 0 |
| COC(=O)c1ccc(C(=O)OC)c(NC(=S)N2CCC(C)CC2)c1 | -17 | -17 | 3 | 4 | 5 | -6 | 5 | 0.4 | -2 |
| O=C(O)c1cc(-c2ccc(Cl)s2)nc2ccccc12 | 2 | -3 | -8 | 9 | 16 | -1 | 7 | -0.7 | 2 |
| CCOC(=O)C1=C(O)/C(=C\c2ccc(CNC(=O)C(=O)Nc3ccccc3)o2)N=C1C | 3 | -13 | 22 | 4 | 11 | -16 | 14 | 1.7 | 2 |
| COCC(C)NC(=S)NC(=O)c1cc(S(=O)(=O)N2CCOCC2)ccc1C (centres undefined) | -8 | -2 | -5 | 2 | 3 | -7 | 0 | -0.3 | 4 |
| Cc1ccc2cc(C#N)c(SCC(=O)N3CCCc4ccccc43)nc2c1C | -14 | -22 | 6 | -1 | 3 | 2 | 1 | 5.1 | 0 |
| CC12CCC(C(=O)NNc3ccccc3)(OC1=O)C2(C)C (centres undefined) | -154 | -5 | -6 | 11 | 0 | -16 | 3 | 1.7 | 4 |
| Fc1ccc(-c2cc(C(F)(F)F)n3ncnc3n2)cc1 | 5 | 0 | 4 | -2 | -4 | -2 | 5 | 0.7 | -4 |
| CCCCCCOC(=O)CCc1c(C)nc(N)[nH]c1=O | 2 | -10 | 33 | 3 | -21 | 0 | 3 | 1.7 | 4 |
| CN(CC(=O)O)S(=O)(=O)c1ccc2c(c1)n(C)c(=O)c(=O)n2C | -13 | 2 | 15 | 7 | 5 | 9 | -1 | 1.7 | -2 |
| O=C(OC(C(=O)NCc1cccs1)c1ccccn1)c1cccs1 (centres undefined) | -16 | -16 | 1 | 6 | 7 | -8 | 5 | 2.3 | 5 |

(continued)
Screens in order: S1P4 antagonist	p47phox inh	CHOP inhibitor	BaF3 tox	NPY-Y1 PAM-ag	NPY2 pot ag	NPY Y1 blocker	S1P4 agonist	Ba/F3 V617F tox
O=C(CSc1nnc(-c2ccco2)n1Cc1ccco1)NCc1ccccc1
  1	-11	-2	4	15	-4	8	1.7	0
Cn1cccc1C(=O)NC(=O)COC(=O)C12CC3CC(CC(O)(C3)C1)C2
  33*	-3	3	2	-26	4	0	-2.6	-3
O=C(Cn1c2c(sc1=O)C1c3ccccc3OCC1CS2)Nc1ccc(Cl)c(Cl)c1 (centres undefined)
  -7	-12	99*	9	7	2	3	0.1	2
c1ccc(CN2CCC(Nc3ncnc4sccc34)CC2)cc1
  -13	-16	34	5	4	10	-1	1.5	0
COC(=O)c1ccc(C)c(NC(=O)CCNC(=O)c2ccc([N+](=O)[O-])cc2)c1
  -8	-2	7	3	-9	2	2	1.7	2
COc1ccc(NC(=O)CSc2nc3ccsc3c(=O)n2CCCCCC(=O)O)cc1
  -5	-3	-11	6	-16	6	0	2.6	1
Cc1ccc(C)c(NC(=S)NCCSc2ccc(Cl)cc2)c1
  8	7	-24	7	-22	-13	11	-2.2	-5
FC(F)(F)c1cc(-c2ccco2)nc(N2CCOCC2)n1
  -4	-12	101*	3	-24	3	11	0.6	0
CCc1ccc(N(CC(=O)Nc2ccc(NC(C)=O)cc2)S(=O)(=O)c2ccccc2)cc1
  -16	-5	9	4	31	16	-6	-0.1	1
COc1ccc(N2C(=O)/C(=C\c3ccco3)N=C2SCC(N)=O)cc1Cl
  5	1	0	5	0	3	-2	0.6	-1
CSc1ccc(CN(C)CC(=O)Nc2ccc(C)cc2Br)cc1
  9	-6	37	1	-7	-12	16	0.6	-2
Cc1cc2ncn(S(=O)(=O)N3CCOCC3)c2cc1C
  -1	-5	29	0	-5	13	-5	0.2	-5
CCO[C@H]1OC(C(N)=O)=C[C@@H](c2coc3ccccc3c2=O)[C@@H]1CCCO
  4	12	8	2	13	8	-4	-0.3	2
CCn1c(SCC(=O)NCc2ccccc2)nnc1-c1cccnc1
  -10	-7	1	10	-7	0	-2	-1.3	2
CCCCC(=O)NCc1ccc2c(c1)cc(C)n2C
  2	0	-30	5	14	-4	0	2.1	4
CS(=O)(=O)NCCSCc1ccco1
  -6	-9	-6	2	5	8	-7	1.1	3
CC(C)C(=O)N=c1sc2cc(F)cc(F)c2n1C
  -6	12	85*	8	-5	-14	0	2.0	-1
O=C(c1ccc(S(=O)(=O)N2CCCCCC2)cc1)N1CCN(c2ccccn2)CC1
  -7	-4	13	1	-20	6	2	-0.7	-5
COc1ccc(NC(=O)OC(C)C)cc1
  -15	-11	4	-2	-2	9	-5	1.2	-1
Cc1c(Cl)c([N+](=O)[O-])nn1CC(=O)NC(C)C1CC2CCC1C2 (centres undefined)
  0	-10	31	5	-12	-4	20*	-4.0	1
CC(=O)Nc1ccc(S(=O)(=O)Oc2ccc(C(=S)N3CCCCC3)cc2)cc1
  -4	6	21	5	18	25	2	29*	5
NC(=O)c1cc2n(n1)C(C(F)(F)F)CC(c1ccco1)N2 (centres undefined)
  7	-7	-149	6	2	-3	7	0.1	-3
COC(=O)c1ccc(C(=O)NC(=S)Nc2nc3c(s2)CCCC3)cc1
  5	-19	10	1	-13	-2	2	-1.1	0
O=C1c2oc3ccc(F)cc3c(=O)c2C(c2ccc(F)cc2)N1CCCN1CCOCC1 (centres undefined)
  -30	/	/	9	-1	-8	0	-0.5	0
CCCCN1C(=O)C2C(C(=O)Nc3cccc(OC)c3)C3C=CC2(O3)C1C(=O)NC1CCCCC1C (centres undefined)
  -14	-8	30	3	-23	-5	2	-0.4	1
COc1ccc(Nc2nc(N)nc(CSc3nnc(N)s3)n2)cc1
  -7	-4	1	6	9	-12	0	2.5	3
O=C(O)c1ccc(C(=O)O)c(C(=O)c2ccccc2)c1
  1	-6	19	1	-1	-8	-3	0.3	0
O=C(COc1ccccc1)NC1CCSC1=O (centres undefined)
  1	-6	2	0	6	5	1	0.8	-2
O=C(O)/C=C/c1cn(-c2ccccc2)nc1-c1cccc([N+](=O)[O-])c1
  2	-10	-5	0	24	23	/	0.8	-2
O=C(O)CCc1nnc(SCC(=O)Nc2cccc(C(F)(F)F)c2)[nH]c1=O
  -14	3	14	11	2	2	13	-0.1	5
CCS(CC)=NS(=O)(=O)c1ccc(NC(C)=O)cc1
  -6	-6	12	-3	15	-1	5	0.0	-4
Cc1cccc(OCCC(=O)NCC(=O)Nc2c(C)cccc2C)c1
  -6	-8	1	12	0	2	5	-1.4	1
COc1ccc([N+](=O)[O-])cc1NC(=O)COC(=O)c1ccccn1
  11	-9	33	5	-6	2	-1	-1.8	-1
COc1ccc(OC)c(NC(=O)Nc2ccc(Cl)cc2)c1
  -6	-34	56	3	11	21	-3	2.9	-1

Screens (PubChem)
